SMN2 splice up: SMN2 splice variant enhancement. 210,000 tested, 2.8% active. HEK293 SMN2-luciferase splicing reporter, luminescence, 30-36 h. Potency, µM (series often up to 46.1 µM), without a hit: top-dose activity change, positive = activation, usual class: activators; note: % of control where 0% means no effect; nearly all actives have a fitted effect of over 55% in size
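qHTS luciferase splicing reporter: luminescence rises when SMN2 exon 7 is included in transfected HEK293 cells. Compound exposure lasted 30-36 h at 37C, with 4.5 mM final sodium butyrate as control, followed by a ONE-Glo read.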
Tau ThT inhib: blocks human tau fibril formation measured by thioflavin T | P10636 | recombinant tau K18 P301L, heparin-induced fibrillization, ThT fluorescence | Potency, µM (highest dose often 57.4 µM), without a hit: at the highest dose activity, negative = inhibition, usual class: inhibitors | 270,000 tested, 2.1% active | AID 1460; note: % is set by controls: 0 for no effect and ±100 for the full control effect; nearly all actives have a fitted effect of over 55% in size
Target sequence (P10636 561-689 P618L limits assumed): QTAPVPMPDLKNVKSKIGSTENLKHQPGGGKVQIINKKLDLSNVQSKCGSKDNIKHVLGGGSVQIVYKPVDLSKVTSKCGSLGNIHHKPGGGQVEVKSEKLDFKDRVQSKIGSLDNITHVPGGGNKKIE
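Aggregation was driven by heparin (20 uM final) acting on recombinant tau […] bearing P301L in 100 mM sodium acetate pH 7; fibrils were detected with Thioflavin T.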
Tau fluor counter: counter-screen for tau fibril formation inhibitors | tau K18 P301L Alexa594 fluorescence, heparin fibrillization | AID 1463 | Potency, µM (titrated, usually from 57.7 µM), for the others: top-dose activity change, negative = decrease | 280,000 tested, 0.93% active; note: % is set by controls: 0 for no effect and ±100 for the full control effect; nearly all actives have a fitted effect of over 55% in size
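Human tau K18 P301L (15 uM unlabeled, 0.24 uM Alexa 594-labeled) in 100 mM sodium acetate pH 7 with 20 uM heparin, 6 hr at 37 C. ThT 30 uM added, 1 hr ambient; Alexa 594 FP and total fluorescence read at 555/632 nm.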
KDM4E inh: blocks human JMJD2E demethylase activity; B2RXH2; JMJD2E catalytic domain, FDH-coupled NADH fluorescence (FDH is formaldehyde dehydrogenase); Potency, µM (highest dose often 57.1 µM), for inactives: at the top dose activity change, negative = inhibition, hits mostly inhibitors; 230,000 tested, 1.6% active; active = well fitted inhibition curve with a large enough effect, not every such curve was filed as active; inconclusive = small, poorly fitted or top-dose-only effect, or another doubt; inactive = no such curve, though single readings can be large or run the other way;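 note: 0% = wells with enzyme and -100% = buffer wells without enzyme; nearly all actives have a fitted effect of over 50% in size; many of its hits are not listed in these tables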
Target sequence (B2RXH2 1-337 limits assumed): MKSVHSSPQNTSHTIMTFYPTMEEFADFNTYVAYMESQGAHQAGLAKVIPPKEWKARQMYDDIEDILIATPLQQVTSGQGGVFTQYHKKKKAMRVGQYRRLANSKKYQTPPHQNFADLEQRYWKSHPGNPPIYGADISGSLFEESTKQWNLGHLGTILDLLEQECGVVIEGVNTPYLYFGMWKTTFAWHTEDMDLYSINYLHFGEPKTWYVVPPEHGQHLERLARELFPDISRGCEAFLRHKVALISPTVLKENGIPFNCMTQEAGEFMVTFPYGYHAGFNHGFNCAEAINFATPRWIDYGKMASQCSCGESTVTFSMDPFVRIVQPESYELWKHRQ
HTT ATP protect: Huntington cell model cytoprotection by ATP luminescence. PC12 HTT-Q103 induced, cytoprotection, ATP luminescence, 40 h. AID 1471. Potency, µM (titrated, usually from 56.4 µM), for inactives: cytoprotection (ATP increase), usual class: activators. 230,000 tested, 0.14% active;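 note: % of control where 0% means no effect; nearly all actives have a fitted effect of over 45% in size; toxic huntingtin expression switched on by the ecdysone agonist tebufenozide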
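Stable PC12 Q103-GFP cells in serum-supplemented, phenol red-free DMEM; induction by tebufenozide at 100 nM final; compound dose series; cell viability quantified luminescently from ATP.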
HttQ103 aggreg: mutant huntingtin aggregation inhibition; PC12 HttQ103-GFP aggregates, Acumen cytometry, 40 h; Potency, µM (doses to about 46.1 µM), inactives show at the highest dose activity change, negative = inhibition, usual class: inhibitors; 220,000 tested, 1.1% active; AID 1688; note: % is set by controls: 0 for no effect and ±100 for the full control effect; nearly all actives have a fitted effect of over 60% in size
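Read-out: GFP aggregate count by laser scanning cytometer (488 nm excitation, 500-530 nm emission, 1–25 µm objects >6 SD above background). Cells: PC12, inducible HTTex1-Q103-GFP, 100 nM tebufenozide; compounds titrated.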
ALDH1A1 block: ALDH1A1 (human) enzyme inhibition | Potency, µM (highest dose often 75.3 µM), for the others: at the top dose activity, negative = inhibition, hits mostly inhibitors | 220,000 tested, 7.3% active | Purified ALDH1A1, NADH fluorescence, propionaldehyde substrate | P00352; active = well fitted inhibition curve with a large enough effect, not every such curve was filed as active; inconclusive = small, poorly fitted or top-dose-only effect, or another doubt; inactive = no such curve, though single readings can be large or run the other way;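 note: plate controls were no enzyme wells and a reference inhibitor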
Target sequence (P00352 whole entry, looked up): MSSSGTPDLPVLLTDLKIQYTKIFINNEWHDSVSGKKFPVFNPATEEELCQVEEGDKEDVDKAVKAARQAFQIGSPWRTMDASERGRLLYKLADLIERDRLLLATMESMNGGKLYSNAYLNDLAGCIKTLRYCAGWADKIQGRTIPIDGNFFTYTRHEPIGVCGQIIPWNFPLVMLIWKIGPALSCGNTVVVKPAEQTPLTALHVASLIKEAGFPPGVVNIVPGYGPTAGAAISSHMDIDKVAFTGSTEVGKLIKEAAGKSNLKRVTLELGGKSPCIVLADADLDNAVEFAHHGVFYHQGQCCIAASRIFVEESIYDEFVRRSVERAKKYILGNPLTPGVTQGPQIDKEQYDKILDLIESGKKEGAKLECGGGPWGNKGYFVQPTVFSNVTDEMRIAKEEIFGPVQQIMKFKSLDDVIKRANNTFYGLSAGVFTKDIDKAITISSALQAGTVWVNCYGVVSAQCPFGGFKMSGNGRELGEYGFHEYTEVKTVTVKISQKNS
Tau FP inhib: inhibitors of human tau fibril formation | P10636 | K18 P301L tau heparin fibrillization, Alexa594 FP, 6 h | Potency, µM (titrated, usually from 57.7 µM), inactives show at the highest dose activity, negative = inhibition, actives largely listed as inhibitors | 280,000 tested, 0.39% active | AID 1468; note: % is set by controls: 0 for no effect and ±100 for the full control effect; nearly all actives have a fitted effect of over 55% in size
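Recombinant K18 P301L […], labeled with Alexa 594 at 0.24 uM over 15 uM unlabeled; heparin inducer 20 uM final; 37 C, 6 hr; FP endpoint.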
* hit, by the source's call; ? = inconclusive; . = no result given; & = joins results of further samples; [ ] = dose if it differs, or a comment. Unless noted, calls come from the whole dose curve; as a rule, active = well fitted curve in the direction sought with a large enough effect; inconclusive = small, poorly fitted or top-dose-only effect, or another doubt; inactive = no such curve, though single readings can be large; an effect the other way counts as inactive or inconclusive. Potency is the fitted concentration of half-maximal effect.

The line under a structure holds: SMN2 splice up	Tau ThT inhib	Tau fluor counter	KDM4E inh	HTT ATP protect	HttQ103 aggreg	ALDH1A1 block	Tau FP inhib
O=C(NC1CCCCC1)c1ccccc1C(F)(F)F
 : -1%	9%	10%	1%	-31%[inhibitor]	-13%[9.22 µM]	10%	6%
CC(=O)c1ccc(N2CCN(C(=O)CCCn3c(=O)[nH]c4ccc(Br)cc4c3=O)CC2)cc1
 : -73%[inhibitor]	?	-23%	?	-117%[inhibitor]	?	?	-7%
COC(=O)c1cccc([N+](=O)[O-])c1CN1CCCC(C(N)=O)C1 (stereo not given)
 : -11%	3%	10%	?	-16%[10 µM]	9%	-7%	-3%
COC(=O)c1ccc(NC(=S)NC(=O)c2cc(-c3ccccc3)nc3ccccc23)cc1
 : 56%	?	-19%	-11%	-45%[inhibitor][10 µM]	0%	11µM*	-13%
CCOc1ccc(C(=O)N2CC(=O)Nc3ccc(F)cc3C2c2ccc(F)cc2)cc1 (stereo not given)
 : 4%	-16%	-22%	.	.	.	.	-6%
COc1ccccc1N(CC(=O)N/N=C(\C)c1cccc(Br)c1)S(C)(=O)=O
 : -5%	-7%	-6%	-1%	42%[10 µM]	1%	13%	0%
CCc1ccc2oc(-c3ccc(NC(=O)c4ccc(OC)c(Br)c4)cc3)nc2c1
 : 24%	13%	-5%	.	.	.	.	?
O=C(Nc1ccc(Cl)cc1C(F)(F)F)C(Sc1cccc[n+]1[O-])c1ccccc1 (stereo not given)
 : 5.6µM*	-2%	-10%	-5%	-29%	.	-3%	-6%
CCOC(=O)c1cc(CC)sc1NC(=O)c1cccc(N2C(=O)CCC2=O)c1
 : -4%	-16%	-29%	0%	-11%[10 µM]	26%	-9%	-8%
Nc1ccccc1SC1CC(=O)N(Cc2ccccc2)C1=O (stereo not given)
 : -14%	-7%	-11%	-6%	11%	14%	?	-8%
C=C/C1=C/Cc2ccccc2[C@H](C[N+](=O)[O-])C(C(C)=O)(C(=O)OC)C1 (stereo not given in full)
 : -11%&0%	-3%&-4%	2%&2%	-11%&-6%	-5%&27%	.	23%&6%	-2%&6%
Cc1c(C(=O)COC(C)(C)C)[nH]c2ccccc12
 : 4%	-21%	-17%	2%	3%[10 µM]	?	6.3µM*	?
COc1cccc(-n2c(CN3CCN(Cc4ccccc4)CC3)nc3ccc([N+](=O)[O-])cc3c2=O)c1
 : 0%	?	-13%	-20%	1%[10 µM]	7%	24µM*	2%
COc1ccccc1-c1nnc(C2CCN(C(=O)c3ccc(Cl)cc3)CC2)o1
 : -12%	-8%	-13%	.	.	.	.	-6%
COc1cccc2c1cc1c(=O)n(CC(=O)NCc3ccc(C)o3)nc(C)n12
 : -2%	1%	-12%	.	.	.	.	-8%
c1ccc2[nH]c(SN3CCOCC3)nc2c1
 : 6%	?	-14%	5%	14%[10 µM]	-5%	0.79µM*	?
O=C(CCc1ccccc1)Nc1cccc([N+](=O)[O-])c1
 : 9%	-18%	-22%	4%	-33%	-14%	?	-1%
Cc1ccc(NC(=O)CSC2=NN3CCCC(=O)N=C3S2)c(C)c1
 : .	?	-10%	-2%	13%[10 µM]	8%[9.22 µM]	?	-9%
CSc1sc(C(=O)NN)c2c1C1(CCC2)SCCS1
 : .	-8%	-2%	9%	7%[10 µM]	-3%[9.22 µM]	0.45µM*	3%
O=C(NC(CC(=O)N1CCN(c2ccc([N+](=O)[O-])cc2)CC1)c1ccccc1)c1ccccc1Cl (stereo not given)
 : -58%[inhibitor]	?	-15%	4%	-8%[10 µM]	-23%	?	3%
COc1ccc(/C(N)=N/O)c(OC)c1
 : -3%	-3%	4%	0%	16%	7%	8%	5%
CCCN1CNC(=S)N(c2ccccc2C)C1
 : -39%[inhibitor]	-1%	-1%	4%	2%	0%	3%	-9%
S=c1[nH]nc(-c2ccncc2)n1/N=C/c1cccc2ccccc12
 : 2%	-1%	-2%	6%	-16%[1.9 µM]	3%	-7%	-2%
Cc1cc2ccccc2n1CCNC(=O)c1ccc(S(=O)(=O)N2CCCCC2)cc1
 : -26%	-7%	-21%	-1%	-3%[10 µM]	-31%	3.2µM*	5%
O=C(Cn1cnc2c(cnn2-c2ccccc2)c1=O)NCc1ccccc1
 : 14%	-2%	2%	-4%	-27%	7%	15%	3%
CC(C)CC1=NN(C(=O)c2ccncc2)C(O)(C(F)(F)F)C1 (stereo not given)
 : -10%	1%	-4%	5%	.	9%	-8%	-4%
Cc1ccc(C)c2[nH]c(=O)c(C(c3nnnn3C(C)(C)C)N3CC=C(c4ccc(F)cc4)CC3)cc12 (stereo not given)
 : -22%	?	-10%	?	-6%[10 µM]	1%	?	-5%
CCO[C@H]1OC(C(=O)NCc2ccccc2)=C[C@@H](c2ccc(C(F)(F)F)cc2)[C@@H]1CCCO
 : .	-14%	-15%	-1%	-6%[10 µM]	11%[9.22 µM]	-3%	13%
Cc1ccc(-n2c(=S)[nH]c3sc4c(c3c2=O)CCC4)cc1
 : -18%	-12%	-4%	2%	.	.	?	-6%
Cc1cc(NC(=O)CCCn2cc([N+](=O)[O-])cn2)n(Cc2ccc(F)cc2)n1
 : -19%	-3%	-7%	0%	6%	-27%	-4%	5%
CC(=O)Nc1ccc(NC(=O)c2ccccc2Sc2ccc([N+](=O)[O-])cc2Cl)cc1
 : -1%	-10%	?	9%	-9%[10 µM]	5%	?	8%
O=C(NCCc1ccccc1)Oc1ccc(Cl)cc1
 : .	-9%	-9%	-2%	18%[10 µM]	-19%[9.22 µM]	.	-5%
Cc1onc(-c2ccccc2)c1C(=O)NC(C)C
 : -19%	-13%	-7%	5%	-10%	6%	15%	3%
COCC(C)NCc1ccccc1C (stereo not given)
 : 24%	-6%	-2%	?	4%[10 µM]	-12%	-12%	2%
CCOc1ccc2cc(C3CC(c4ccco4)=NN3S(C)(=O)=O)c(Cl)nc2c1 (stereo not given)
 : .	-11%	-11%	-11%	2%[10 µM]	-1%[9.22 µM]	.	8%
Cc1ccc(CCNC(=O)c2ccc3c(=O)n(-c4ccc(C)cc4)c(=O)[nH]c3c2)cc1
 : 11%	-5%	-3%	.	.	.	.	-10%
COC(=O)NC1(C(F)(F)F)C(=O)NC(C)=C1C(=O)OC (stereo not given)
 : ?	0%	6%	-3%	7%	19%	13%	3%
O=C(C(=O)N1CCN(C(=O)c2ccco2)CC1)c1c[nH]c2ccccc12
 : -14%	-2%	-4%	-7%	-8%	-13%	2%	-4%
CCC(C)(C(=O)NC1CCCC1)N(C(=O)CNC(C)=O)c1ccc(C)cc1 (stereo not given)
 : 10%	4%	6%	3%	5%	5%	20%	3%
Cc1ccc(NC(=O)CCc2ccc(S(=O)(=O)N3CCOCC3)cc2)c(C)c1
 : 10%	-6%	-7%	-6%	22%	-12%	-13%	-7%

Single entries from the list:
CCOc1ccc2cc(C3CC(c4ccco4)=NN3S(C)(=O)=O)c(Cl)nc2c1 (stereo not given) | Tau ThT inhib = -11%
O=C(NCCc1ccccc1)Oc1ccc(Cl)cc1 | Tau FP inhib = -5%
COC(=O)NC1(C(F)(F)F)C(=O)NC(C)=C1C(=O)OC (stereo not given) | HttQ103 aggreg = 19%

Next records:
The line under a structure holds: SMN2 splice up	Tau ThT inhib	Tau fluor counter	KDM4E inh	HTT ATP protect	HttQ103 aggreg	ALDH1A1 block	Tau FP inhib
CCC(c1nnnn1Cc1ccco1)N(CCN1CCOCC1)Cc1cc2cc(C)ccc2[nH]c1=O (stereo not given)
 : 12%	?	-5%	?	-1%	16%	?	-14%
Cc1cc(OCC(O)CN)ccc1Cl (stereo not given)
 : -21%	-6%	-4%	-4%	-28%	-6%	5%	4%
Cn1ncc(C(=O)N=S(C)(=O)c2ccccc2)c1[N+](=O)[O-] (stereo not given)
 : .	3%	1%	10%	18%[10 µM]	-10%[9.22 µM]	.	-3%
COCCNC(=S)Nc1cc(S(=O)(=O)N2CCOCC2)ccc1N1CCCCC1
 : 6%	35µM*	-28%	-24%	-29%	8%	5µM*	?
O=C(C1CCN(S(=O)(=O)c2cccc3nsnc23)CC1)N1CCn2c1nc1ccccc12
 : -19%	-10%	-7%	2%	-4%	-4%	-10%	-4%
COc1ccc(N2C(=O)C3CCCN3C2c2cccs2)cc1 (stereo not given)
 : 1%	-10%	-4%	-9%	-4%	-3%	?	2%
Cc1cccc(NC(=O)C2CCCN2/C=C/C(=O)C(F)(F)F)c1C (stereo not given)
 : -3%	1%	2%	3%	26%[10 µM]	-3%	9%	5%
Cc1cc(C)c2sc(NNC(=O)C3COc4ccccc4O3)nc2c1 (stereo not given)
 : -14%	?	?	?	.	-27%	-2%	10%
O=C(COC(=O)c1cnccn1)NCc1ccc2c(c1)OCO2
 : 7%	-9%	-9%	7%	-13%	14%	2%	1%
CN(CCc1ccc(Cl)c(Cl)c1)CCN1CCCCCC1
 : 5%	0%&-11%	-9%&-14%	2%	-28%&2%	.	-6%&1%	-15%&-3%
O=C(NCc1ccncc1)c1cn(-c2ccccc2)nc1-c1cccnc1
 : -4%	-10%	0%	-20%	-4%[10 µM]	6%	-5%	-2%
N#Cc1ccc(C(=O)Nc2nc(-c3cccs3)c(C(=O)C(F)(F)F)s2)cc1
 : -89%[inhibitor]	?	-20%	-1%	.	2.8µM*	22%	-8%
CC1CC(C)CN(C(=O)COC(=O)c2cc3ccccc3cc2O)C1 (stereo not given)
 : -2%	?	-23%	-8%	17%[10 µM]	-1%	-6%	-5%
Clc1ccc(-c2csc(-c3ccncc3)n2)cc1
 : ?	-4%	-15%	?	-39%[inhibitor]	-14%	-3%	-8%
CCCCN(CCCC)C(=S)NC(=O)C(C)(C)C
 : 0%	4%	5%	3%	10%[10 µM]	-12%	12%	-1%
COCCCNc1nc2c(c(=O)[nH]c(=O)n2C)n1CC(O)COc1ccccc1 (stereo not given)
 : -18%	6%	7%	0%	-10%	-5%	10%	9%

Screens: PubChem BioAssay, National Center for Advancing Translational Sciences (NCATS)

The list is partial (hit frequency here may not be typical).
